Tb MetRS inh: T. brucei MetRS inhibitors, primary screen, biochemical, luminescence. methionyl-tRNA synthetase (Trypanosoma brucei brucei). purified T. brucei MetRS, ATP depletion, Kinase-Glo luminescence. inhibition, % at 11.9 µM. 360,000 compounds, 0.4% hits;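 active = inhibition above a per-plate cutoff of the control wells' mean inhibition plus 3 SD, cut at about 5.5% in these data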;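 note: 0% = DMSO wells median and 100% = median of wells with control inhibitor compound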
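Material: T. brucei methionyl-tRNA synthetase, purified; reagent: substrates ATP, L-methionine and bulk Escherichia coli tRNA; dosing: 11.9 µM single point; timing: 15 min plus 2 h at 25 °C; detection: luminescence of leftover ATP; evaluation: % inhibition; control set: DMSO-only wells as low control; replicates: singlicate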
LMPTP block: LMPTP phosphatase inhibitors, primary screen, biochemical, fluorescence intensity, uHTS; 360,000 compounds, 0.22% hits; Low molecular weight phosphotyrosine protein phosphatase (Homo sapiens), P24666; recombinant LMPTP-A, OMFP fluorogenic substrate; inhibition, % at 20 µM;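 active = compounds that cut the enzyme signal by at least half of the control window in the single-dose screen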;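 note: plate controls were DMSO wells with enzyme plus substrate for no effect and substrate without enzyme for full effect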
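test system = LMPTP-A | amount = 0.625 nM LMPTP-A final | reagent = fluorogenic phosphatase substrate OMFP at 400 µM final | incubation = 50 min at room temperature | benchmarks = no-enzyme low control, uninhibited high control | medium = Bis-Tris pH 6.0, DTT, detergent | signal = fluorescence intensity of OMFP turnover product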
CSN inh: inhibitors of CSN-mediated cullin deneddylation, primary screen, biochemical, fluorescence polarization, uHTS. COP9 signalosome complex subunit 5 (Homo sapiens), Q92905. Purified CSN, SCF-Nedd8-OG deneddylation. inhibition, % at 12.5 µM. 360,000 compounds, 0.38% hits. AID 651999, 2013;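 active = pattern-corrected inhibition above about 35%, with an unprinted fluorescence ratio check between 0.5 and 1.5, limit read from the data, passing the limit was not always enough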;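 note: 0% = enzyme with substrate and 100% = substrate without enzyme; some results filed as inactive read as strong as hits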
Target sequence (Q92905 whole entry, looked up, one chain of several): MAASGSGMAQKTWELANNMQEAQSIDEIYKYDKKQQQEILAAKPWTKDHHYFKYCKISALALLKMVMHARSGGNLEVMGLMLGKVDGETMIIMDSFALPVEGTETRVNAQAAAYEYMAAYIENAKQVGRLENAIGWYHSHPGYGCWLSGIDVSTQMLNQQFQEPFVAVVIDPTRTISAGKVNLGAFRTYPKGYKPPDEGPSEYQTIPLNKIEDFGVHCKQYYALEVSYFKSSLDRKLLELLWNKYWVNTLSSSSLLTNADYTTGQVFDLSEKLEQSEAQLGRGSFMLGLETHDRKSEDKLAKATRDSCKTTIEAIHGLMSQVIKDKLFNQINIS
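Assay system: purified human Csn5 enzyme expressed in HEK293T cells; Input: 0.24 nM Csn5 enzyme, final concentration; Reagent: 10 nM SCFSkp2-Nedd8OG; Compound dosing: 12.5 µM single point; Times: reaction 90 min, room temperature; Technique: fluorescence polarization readout.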
SUMO1 PPI mod: modulators of SUMO1 protein-protein interactions, primary screen, biochemical, uHTS; Small ubiquitin-related modifier 1 (Homo sapiens), P63165; SUMO1 binding to a labelled peptide, TR-FRET, 1 h; inhibition, % at 20 µM; 360,000 compounds, 0.33% hits; in the data active = inhibition above about 37%
NadD block: inhibitors of S. aureus NadD, primary screen, biochemical, colorimetric, uHTS; purified NadD enzyme, colorimetric absorbance read-out; inhibition, % at 20 µM; 360,000 compounds, 0.78% hits; Nicotinate-nucleotide adenylyltransferase NadD (Staphylococcus aureus N315); in the data active = inhibition above about 26%; note: some compounds past the cut are filed as inactive
Scp-1 inhibitor: Scp-1 phosphatase inhibitors, primary screen, biochemical, colorimetric, uHTS; AID 493091, 2011; 340,000 compounds, 0.88% hits; Carboxy-terminal domain RNA polymerase II polypeptide A small phosphatase 1 (Homo …; Recombinant Scp1, phosphopeptide, malachite green phosphate absorbance; inhibition, % at 20 µM;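 active = inhibition above about 50% at 20 µM, limit read from the data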;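 note: plate controls were DMSO wells with enzyme for no effect and wells lacking enzyme for full effect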
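assay system = SCP-1 phosphatase catalytic domain, residues 76-261 | buffer or medium = 50 mM Tris acetate pH 5.5, 0.005% Tween-20, 10 mM MgCl2 | incubation = enzyme reaction 45 min at room temperature, colour 5 min, stabilisation 30 min | signal = Phosphate-binding colour reagent, absorbance read at 630 nm | measure = % inhibition at 20 µM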
MLLE-PAM2 inh: inhibitors of PABP1 MLLE–PAM2 peptide binding, primary screen, biochemical, fluorescence polarization, FITC-PAM2, GST-MLLE | 360,000 compounds, 0.36% hits | AID 588489, 2011 | inhibition, % at 20 µM; in the data active = inhibition above about 35%, passing the limit was not always enough;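 note: plate controls were DMSO wells with GST-MLLE for no effect and wells lacking GST-MLLE protein for full effect; some results filed as inactive read as strong as hits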
Target sequence (P11940 whole entry, looked up): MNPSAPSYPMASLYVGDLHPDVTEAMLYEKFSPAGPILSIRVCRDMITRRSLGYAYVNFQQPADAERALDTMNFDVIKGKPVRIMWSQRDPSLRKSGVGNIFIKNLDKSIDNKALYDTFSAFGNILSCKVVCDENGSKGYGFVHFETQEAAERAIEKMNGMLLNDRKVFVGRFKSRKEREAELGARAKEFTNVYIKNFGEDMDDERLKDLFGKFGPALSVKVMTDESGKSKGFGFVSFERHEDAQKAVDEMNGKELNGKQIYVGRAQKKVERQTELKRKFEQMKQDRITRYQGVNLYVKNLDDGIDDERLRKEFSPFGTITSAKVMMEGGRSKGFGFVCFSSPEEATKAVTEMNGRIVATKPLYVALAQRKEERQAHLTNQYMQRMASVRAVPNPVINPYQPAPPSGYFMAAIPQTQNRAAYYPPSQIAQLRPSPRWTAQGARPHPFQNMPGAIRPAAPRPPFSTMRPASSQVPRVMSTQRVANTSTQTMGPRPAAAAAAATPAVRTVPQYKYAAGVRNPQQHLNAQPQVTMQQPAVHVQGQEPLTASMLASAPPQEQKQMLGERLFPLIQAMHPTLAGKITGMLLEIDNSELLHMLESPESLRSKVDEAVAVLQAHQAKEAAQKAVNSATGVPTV
Rpn11 block: Rpn11 (PSMD14) deubiquitinase inhibitors, primary screen, biochemical, fluorescence polarization, uHTS. 26S proteasome non-ATPase regulatory subunit 14 (Homo sapiens), O00487. human 26S proteasome, Ub4-pepOG fluorescence polarization; 20S core pre-blocked with epoxomicin. calls only at 20 µM. 360,000 compounds, 0.59% hits. AID 588493, 2011;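 active = inhibition at 20 µM, scaled to each plate's controls, above about 33%, limit read from the data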
DNMT1 block: human DNMT1 methyltransferase inhibitors, primary screen, biochemical, molecular beacon, fluorescence, HinP1I cleavage, uHTS; AID 588458, 2011; inhibition (reported as % activation of signal), % at 10 µM; 360,000 compounds, 0.83% hits; DNA (cytosine-5)-methyltransferase 1 (Homo sapiens), P26358; in the data active = inhibition above about 50%
STEP inh: STEP phosphatase inhibitors, primary screen, biochemical, fluorescence intensity, uHTS | Tyrosine-protein phosphatase non-receptor type 5 (Homo sapiens), P54829 | recombinant STEP, OMFP fluorogenic substrate | inhibition, % at 20 µM | 360,000 compounds, 0.25% hits | AID 588621, 2011;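 active = inhibition at 20 µM, scaled per plate between control wells, above about 37%, limit read from the data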;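 note: 0% = DMSO with enzyme and substrate and 100% = substrate only without enzyme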
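Material: STEP (striatal-enriched tyrosine phosphatase) enzyme, cell-free | Medium: 50 mM Bis-Tris pH 6.0 with 2.5 mM DTT and 0.005% Tween 20 | Read-out: Percent inhibition scaled to no-enzyme and uninhibited-enzyme controls, plate-pattern corrected | Signal: Fluorescence read at 480 nm ex / 540 nm em | Times: 20 min reaction, room temperature, in the dark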
* marks the source's active call; other numbers are inactive results; i = inactive; x = not tested or not shown; + = active, no number.

entry	SMILES	SUMO1 PPI mod	DNMT1 block	STEP inh	LMPTP block	NadD block	MLLE-PAM2 inh	CSN inh	Tb MetRS inh	Rpn11 block	Scp-1 inhibitor
1	COc1cc2c(cc1OC)/C(=C/C(=O)c1ccc(OC)c([N+](=O)[O-])c1)NCC2	42*	-12	3	1.6	-5	-3	5	-0.3	i	-6
2	O=C1c2ccccc2S(=O)(=O)N1CCCN1C(=O)c2ccccc2S1(=O)=O	8	1	-2	-0.4	2	-3	-1	-0.1	i	-5
3	COc1ccc(CNC(=O)Cc2nn(C)c(=O)c3ccccc23)cc1	2	1	-7	-4.1	-6	-2	7	-0.8	i	-1
4	Cc1nc2ccc(NC(=O)C3COc4ccccc4O3)cc2s1 (centres undefined)	-1	3	0	-1.9	3	-102	-4	-0.2	i	31
5	COc1ccc(S(=O)(=O)NCc2cccnc2)cc1NC(=O)c1ccc(C)cc1	0	2	1	-0.4	-2	4	4	-0.4	i	-1
6	COc1cc(OC)cc(C(=O)N2c3ccc(F)cc3CCC2C)c1 (centres undefined)	1	-4	0	0.2	2	-7	3	-0.2	i	-5
7	C[C@@H](CN=[N+]=[N-])CN1CC[C@H](C(C)(C)C)CCC1=O	-1	-2	-2	-1.6	-13	9	3	-0.3	i	-1
8	CCCC(C(=O)NCCC(C)C)N(Cc1ccc(F)cc1)C(=O)c1snc(C(N)=O)c1N (centres undefined)	-6	3	3	0.6	-6	9	0	-1.3	i	-4

Some of the entries so far, with values under each structure:
Values run as follows: SUMO1 PPI mod, DNMT1 block, STEP inh, LMPTP block, NadD block, MLLE-PAM2 inh, CSN inh, Tb MetRS inh, Rpn11 block, Scp-1 inhibitor
2: O=C1c2ccccc2S(=O)(=O)N1CCCN1C(=O)c2ccccc2S1(=O)=O
    8, 1, -2, -0.4, 2, -3, -1, -0.1, i, -5
3: COc1ccc(CNC(=O)Cc2nn(C)c(=O)c3ccccc23)cc1
    2, 1, -7, -4.1, -6, -2, 7, -0.8, i, -1
4: Cc1nc2ccc(NC(=O)C3COc4ccccc4O3)cc2s1 (centres undefined)
    -1, 3, 0, -1.9, 3, -102, -4, -0.2, i, 31

The listing continues:
entry	SMILES	SUMO1 PPI mod	DNMT1 block	STEP inh	LMPTP block	NadD block	MLLE-PAM2 inh	CSN inh	Tb MetRS inh	Rpn11 block	Scp-1 inhibitor
9	O=c1cc(CSc2ccccn2)nc(N2CCN(c3ccccc3)CC2)[nH]1	-2	4	-1	0.0	-4	-4	-1	-1.2	i	5
10	CN1CCN(C(=O)/C(C#N)=C/c2ccc(F)cc2)CC1	0	2	-3	-0.1	-1	-2	-6	-0.2	i	-1
11	O=C(O)c1c2c(nc3ccc(S(=O)(=O)N4CCC(C(=O)NCc5ccccc5Cl)CC4)cc13)CCCC2	18	-9	-1	0.7	-2	-12	2	0.0	i	8
12	CCCCCCn1cc(CN2CC(N3CCN(CCN(C)C)CC3)CS2(=O)=O)nn1 (centres undefined)	-21	x	x	-8.2	-5	x	-6	-0.4	x	x
13	COc1ccc(N2CCN(CC(=O)c3ccc(O)cc3O)CC2)cc1	-6	-1	0	-2.1	1	-2	-2	0.7	i	-5
14	O=c1[nH]c2ccccc2nc1/C=C(\O)C1CC1	-14	-2	1	-0.6	1	10	-3	0.9	i	-4
15	C=Cc1ccc(Cn2c(=O)n(CCCOC)c(=O)c3sccc32)cc1	1	2	0	0.1	-4	5	1	0.1	i	-14
16	O=C(CCc1nnc(C2CCCCC2)o1)N1CCC(Oc2cccnc2)CC1	9	-2	0	0.6	5	-5	-3	-0.2	i	-7

Further structures follow.
entry	SMILES	SUMO1 PPI mod	DNMT1 block	STEP inh	LMPTP block	NadD block	MLLE-PAM2 inh	CSN inh	Tb MetRS inh	Rpn11 block	Scp-1 inhibitor
17	COc1ccccc1-c1ncn(Cc2cccc(-c3ccccc3)c2)c1-c1ccco1	13	x	x	11	x	x	11	-0.3	x	x
18	COCCNC(=O)C1c2ccccc2C(=O)N(CCOC)C1c1ccc(F)cc1 (centres undefined)	4	-2	-1	4.4	2	-14	-2	0.7	x	52*
19	COc1ccc(CN2C(=O)c3cccnc3C2Nc2ccc(OC)c(Cl)c2)cc1 (centres undefined)	2	-15	11	2.9	5	-7	-2	-0.5	i	-4
20	COc1ccc(S(=O)(=O)NC2CC2)cc1C(=O)N1CCOCC1	2	5	0	-0.9	-4	-12	-8	-0.9	i	40
21	CCCOc1ccc2c(=O)c(N3C(=O)c4ccccc4C3=O)c(C)oc2c1	0	-3	-3	-0.9	-3	1	-10	-0.2	i	-5
22	O=C(CSc1nnnn1-c1ccccc1)N1N=CCC1c1ccccc1 (centres undefined)	0	2	-4	-0.2	0	-2	-8	0.6	i	2
23	COC(=O)C1=C(C)N(C)C(=O)NC1c1ccc(C)cc1 (centres undefined)	-3	3	-3	0.2	-4	2	0	-0.2	i	-6
24	O=C1C=Cc2cccc3ccc(O)c1c23	-39	16	1	-1.1	-1	22	3	0.3	i	-13

New compounds follow.
entry	SMILES	SUMO1 PPI mod	DNMT1 block	STEP inh	LMPTP block	NadD block	MLLE-PAM2 inh	CSN inh	Tb MetRS inh	Rpn11 block	Scp-1 inhibitor
25	COCCCNC(=O)Cc1c(C)c2c(cc(C)c3c(C(C)(C)C)coc32)oc1=O	-21	0	3	0.8	-13	3	1	-0.3	i	-10
26	COc1cccc(/C=N/NC(N)=S)c1OCc1ccccc1Cl	-3	-4	-3	1.5	5	-46	-1	-0.8	i	-3
27	Cc1ccc(C)c(NC(=O)CSc2nnc(-c3ccco3)o2)c1	-3	1	-2	-0.6	-4	9	0	-0.8	i	-18
28	CNC(=O)CN1C(=O)c2cccc3cccc1c23	-13	-2	6	-2.8	3	0	-2	-0.6	i	-2
29	COc1cc(/C=N/OCC(=O)Nc2cc(C)cc(C)c2)ccc1OCc1ccc(Cl)cc1	2	-2	0	4.3	-10	-20	-2	-0.3	+	-12
30	CCN(CC)C(=O)c1ccc(-c2nnc(Nc3ccc(C(=O)N(C)C)cc3)c3ccccc23)cc1	-20	1	0	-0.5	4	-9	-4	-0.9	i	-5
31	COc1cc(CNC(=O)CCCCCCC(C)C)ccc1O	1	2	0	0.8	-4	7	0	-1.9	i	-14
32	O=C(CCSc1nnc2scc(-c3ccccc3)n12)NCc1ccc2c(c1)OCO2	0	0	-1	-1.0	-1	4	2	-0.1	i	3

Some of the entries above in another layout:
[17] COc1ccccc1-c1ncn(Cc2cccc(-c3ccccc3)c2)c1-c1ccco1
- SUMO1 PPI mod: 13
- DNMT1 block: x
- STEP inh: x
- LMPTP block: 11
- NadD block: x
- MLLE-PAM2 inh: x
- CSN inh: 11
- Tb MetRS inh: -0.3
- Rpn11 block: x
- Scp-1 inhibitor: x
[18] COCCNC(=O)C1c2ccccc2C(=O)N(CCOC)C1c1ccc(F)cc1 (centres undefined)
- SUMO1 PPI mod: 4
- DNMT1 block: -2
- STEP inh: -1
- LMPTP block: 4.4
- NadD block: 2
- MLLE-PAM2 inh: -14
- CSN inh: -2
- Tb MetRS inh: 0.7
- Rpn11 block: x
- Scp-1 inhibitor: 52*

Only STEP inh, SUMO1 PPI mod and MLLE-PAM2 inh (3 entries from above):
| nr | molecule | STEP inh | SUMO1 PPI mod | MLLE-PAM2 inh |
| --- | --- | --- | --- | --- |
| 32 | O=C(CCSc1nnc2scc(-c3ccccc3)n12)NCc1ccc2c(c1)OCO2 | -1 | 0 | 4 |
| 31 | COc1cc(CNC(=O)CCCCCCC(C)C)ccc1O | 0 | 1 | 7 |
| 28 | CNC(=O)CN1C(=O)c2cccc3cccc1c23 | 6 | -13 | 0 |

More entries follow.
entry	SMILES	SUMO1 PPI mod	DNMT1 block	STEP inh	LMPTP block	NadD block	MLLE-PAM2 inh	CSN inh	Tb MetRS inh	Rpn11 block	Scp-1 inhibitor
33	CCCCOc1ccc(C(=O)NCC(=O)N(C)Cc2nc3ccccc3c(=O)[nH]2)cc1	-3	19	0	-1.7	1	5	-1	-0.3	i	-6
34	Cc1ccc(OCC(=O)NNC(=O)C2CC(=O)N(c3ccc4c(c3)OCCO4)C2)cc1 (centres undefined)	3	2	-1	-2.3	-1	2	-5	-0.1	i	-3
35	CCn1c(=O)n(CC)c2cc(N3CCCC3)c(NC(=O)c3ccccc3Br)cc21	12	-5	1	-0.7	10	-3	0	-0.8	i	-2
36	Fc1ccccc1OCCCCCN1CCCC1	3	2	-2	-1.4	-6	-9	-15	-0.1	i	-6
37	CC1=[N+](C)N(c2ccccc2)C(=O)C1N=Cc1ccc(Cl)cc1 (centres undefined)	-8	0	0	-0.4	-2	-18	2	-0.4	i	-3

Bioassay records as filed in PubChem.
